Source: PubChem BioAssay
Jurkat NFkB inh – inhibitors of induced NF-kB luciferase reporter, primary screen, TCR NF-kB activation inhibitor project, cell-based, luminescence, uHTS. Jurkat, PMA/ionomycin-induced NF-kB luciferase reporter. 0.53% of 330,000 active. AID 435003, 2010. inhibition, % at 4 µM
697 NFkB inh – inhibitors of PMA/ionomycin-induced NF-kB reporter, 697 cells, primary screen, B-cell NF-kB inhibitor project, cell-based, luminescence, uHTS; 0.33% of 330,000 active; AID 435022, 2010; inhibition, % at 4 µM; 697 B-cell NF-kB luciferase reporter, 16 h; in the data active means inhibition above about 35%
SENP8 inh – SENP8 protease inhibitors, primary screen, biochemical, luminescence; 1.2% of 330,000 active; Sentrin-specific protease 8 (Homo sapiens), Q96LD8; inhibition, % at 10 µM; AID 2540, 2010; purified SENP8, Z-RLRGG-aminoluciferin cleavage
Gli-Sufu antag – Gli-Sufu pathway antagonists, primary screen, luciferase luminescence, Sufu-KO-LIGHT cells, uHTS. 0.74% of 340,000 active. Sufu-KO-LIGHT fibroblasts, Gli luciferase reporter luminescence. AID 588413, 2011. inhibition, % at 5 µM;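 active means inhibition above about 55%, limit read from the data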;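 further: 0% = DMSO-treated cells and 100% = wells with medium but no cells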
UBC13 inh – UBC13 polyubiquitin chain formation inhibitors, primary screen, biochemical, TR-FRET, uHTS; Ubiquitin-conjugating enzyme E2 N (Homo sapiens), P61088; inhibition, % at 20 µM; 0.47% of 330,000 active; AID 485273, 2010; in the data active means inhibition above about 45%, passing the limit was not always enough
CCR6 antagonist – CCR6 receptor antagonists, primary screen, cell-based, CHO-K1, luminescence, beta-arrestin, uHTS; C-C chemokine receptor type 6 (Homo sapiens), P51684; CHO-K1 CCR6 PathHunter beta-arrestin, CCL20-stimulated; inhibition, % at 20 µM; 0.49% of 340,000 active; AID 493098, 2011;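 active means compounds whose inhibition of the agonist-driven luminescence signal at 20 µM reaches about 50%, limit read from the data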;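 further: cells stimulated with CCL20 at 14 nM final; plate controls were DMSO with CCL20 for no effect and DMSO without agonist for full effect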
EBI2 antag – EBI2 receptor antagonists, beta-arrestin recruitment, primary screen, cell-based, luminescence, 7a,25-OHC stimulation, uHTS | G-protein coupled receptor 183 (Homo sapiens), P32249 | 7a,25-OHC stimulated | inhibition, % at 5 µM | 0.81% of 360,000 active; in the data active means inhibition above about 38%;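 further: enzyme fragment complementation signal reports receptor beta-arrestin coupling in cells; 0% = agonist plus DMSO wells and 100% = wells without agonist; some results beyond the cut were filed as inactive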
Apaf-1 inh – inhibitors of human Apaf-1 apoptosome, primary screen, biochemical, DEVD-Rh110 fluorescence, uHTS; reconstituted apoptosome caspase-3 activity; inhibition, % at 20 µM; Apoptotic protease-activating factor 1 (Homo sapiens), O14727; AID 489030, 2010; 0.71% of 330,000 active; active means inhibition of at least 40% at 20 µM;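 further: plate controls were DMSO wells for no effect and DEVD-CHO caspase inhibitor wells for full effect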
Target sequence (O14727 whole entry, looked up): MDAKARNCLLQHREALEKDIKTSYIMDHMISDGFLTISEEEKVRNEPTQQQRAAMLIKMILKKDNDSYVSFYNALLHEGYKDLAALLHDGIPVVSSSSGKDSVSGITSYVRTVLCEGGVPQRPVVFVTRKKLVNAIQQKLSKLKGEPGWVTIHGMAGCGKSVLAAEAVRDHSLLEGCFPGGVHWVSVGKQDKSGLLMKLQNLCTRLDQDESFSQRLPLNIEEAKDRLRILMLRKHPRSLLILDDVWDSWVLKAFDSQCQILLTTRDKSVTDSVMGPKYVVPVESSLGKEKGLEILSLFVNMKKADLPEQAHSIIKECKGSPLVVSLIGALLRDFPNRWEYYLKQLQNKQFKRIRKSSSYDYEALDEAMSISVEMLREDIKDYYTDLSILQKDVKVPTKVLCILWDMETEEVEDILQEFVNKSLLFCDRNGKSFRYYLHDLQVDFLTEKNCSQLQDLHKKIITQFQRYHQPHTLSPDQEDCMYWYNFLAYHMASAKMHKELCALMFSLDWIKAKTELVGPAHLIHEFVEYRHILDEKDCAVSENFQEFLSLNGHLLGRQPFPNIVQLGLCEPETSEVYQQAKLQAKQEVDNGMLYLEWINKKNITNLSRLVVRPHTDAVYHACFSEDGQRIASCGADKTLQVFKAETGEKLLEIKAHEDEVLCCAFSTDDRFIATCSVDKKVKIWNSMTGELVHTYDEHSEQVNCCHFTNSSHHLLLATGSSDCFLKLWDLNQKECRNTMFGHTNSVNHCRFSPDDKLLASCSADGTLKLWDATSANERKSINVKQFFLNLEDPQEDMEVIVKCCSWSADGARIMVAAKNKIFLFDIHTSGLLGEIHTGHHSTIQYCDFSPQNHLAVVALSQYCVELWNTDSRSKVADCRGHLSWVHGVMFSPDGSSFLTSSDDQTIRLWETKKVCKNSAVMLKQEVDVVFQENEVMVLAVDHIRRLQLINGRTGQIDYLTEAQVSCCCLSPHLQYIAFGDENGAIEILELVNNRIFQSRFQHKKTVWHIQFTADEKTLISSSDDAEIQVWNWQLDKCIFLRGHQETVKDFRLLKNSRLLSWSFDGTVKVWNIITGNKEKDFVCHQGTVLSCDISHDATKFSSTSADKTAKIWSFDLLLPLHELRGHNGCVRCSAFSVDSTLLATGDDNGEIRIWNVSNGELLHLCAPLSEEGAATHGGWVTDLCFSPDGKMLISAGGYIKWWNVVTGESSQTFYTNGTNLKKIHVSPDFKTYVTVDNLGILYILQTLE
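Material: cell-free apoptosome with Apaf-1, procaspase-3 and caspase-9; Buffer or medium: Hepes pH 7.5 with detergent and BSA; Reagent: cytochrome c trigger plus (Z-DEVD)2-Rh110 caspase-3 substrate; Times: compound with Apaf-1, dATP, procaspase-3 30 min, then 50 min reaction, room temperature; Technique: Rh110 fluorescence intensity.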
* marks the source's active call; other numbers are inactive results; x = not tested or not shown. Unless noted, no stated cut-off is given here; in the data, active means inhibition above about 50%; inactive means the rest.

Start of the listing, in advance:
SMILES | Jurkat NFkB inh | 697 NFkB inh | SENP8 inh | Gli-Sufu antag | UBC13 inh | CCR6 antagonist | EBI2 antag | Apaf-1 inh
COc1cc(C(CC(=O)Nc2ccc(Cl)cn2)N2Cc3ccccc3C2=O)cc(OC)c1OC (stereo not given) | -19 | 10 | -2 | -17 | 8 | 11 | 11 | 11
CC[N+](CC)(CC#Cc1ccccc1)CC(=O)c1ccc(Cl)cc1 | 10 | -14 | -11 | 1 | -4 | 69* | 0 | 10

Main list, previewed entries included:
SMILES | Jurkat NFkB inh | 697 NFkB inh | SENP8 inh | Gli-Sufu antag | UBC13 inh | CCR6 antagonist | EBI2 antag | Apaf-1 inh
COc1cc(C(CC(=O)Nc2ccc(Cl)cn2)N2Cc3ccccc3C2=O)cc(OC)c1OC (stereo not given) | -19 | 10 | -2 | -17 | 8 | 11 | 11 | 11
CC[N+](CC)(CC#Cc1ccccc1)CC(=O)c1ccc(Cl)cc1 | 10 | -14 | -11 | 1 | -4 | 69* | 0 | 10
CC(C)OP(=O)(c1ccc(N(C)C)cc1)C(O)c1ccc(N(C)C)cc1 (stereo not given) | 3 | 8 | -5 | -2 | 2 | 13 | -2 | -6
CCOC(=O)c1sc(N/N=C/c2cc(Br)c(O)c(OC)c2)nc1C | -6 | 20 | -6 | -3 | 10 | -21 | 2 | -9
COc1ccc(CN2CCC(=O)N([C@H](CO)Cc3ccccc3)CC2)cc1 | 2 | 3 | 6 | -16 | 4 | 5 | -10 | -10
COc1ccc(C2OC(=O)C(C)(C)C(=O)C2(C)C)cc1OC (stereo not given) | 4 | 7 | 4 | 2 | -9 | 6 | -9 | -8
CC(C)Cc1nc2ccc(N)cc2[nH]1 | 3 | 18 | 3 | 6 | 4 | -4 | -11 | -6
Nc1nnc(SCC(=O)OCc2ccc(F)cc2)s1 | 2 | -28 | -10 | 5 | -10 | 4 | -12 | 11
Cc1cccc(N(C(=O)c2ccc(Cl)cc2)C2CS(=O)(=O)CC2OC(=O)c2ccc(Cl)cc2)c1 (stereo not given) | 11 | 14 | 1 | 11 | -4 | 3 | 4 | 10
CC(=O)c1c(C)[nH]c(C(=O)OCC(=O)Nc2sc3c(c2C#N)CCCC3)c1C | 8 | 14 | 3 | 69* | -12 | 11 | -26 | 3
COc1cc2cc(C#N)c(SCC(=O)N3CCOCC3)nc2cc1OC | -48 | 14 | 1 | -13 | 2 | -3 | -1 | -1
C=C(C)CSc1cc(C)nc2c(-c3ccccc3)c(C)nn12 | -15 | -21 | 5 | 3 | -4 | 20 | -3 | -7
COC(=O)c1ccc(CSc2nnc(CNC(=O)c3cccs3)o2)o1 | -6 | 25 | -6 | 6 | 7 | -21 | -1 | -5
COc1ccc(C(=O)NCC(c2cccnc2)N2CCN(c3ccc(F)cc3)CC2)cc1OC (stereo not given) | 10 | -2 | -4 | 3 | 1 | -1 | -3 | -7
CCC(=O)NC(Nc1cc(C)cc(C)n1)(C(F)(F)F)C(F)(F)F | -13 | -10 | -4 | 10 | -4 | 5 | -4 | 5
Cc1nc(-c2noc(-c3ccccc3Cl)n2)c(C(F)(F)F)o1 | -37 | -55 | 70* | -32 | 4 | 14 | 5 | -3
CSCCC(NC(=O)c1ccccc1)c1nc(-c2ccccc2)no1 (stereo not given) | 12 | -15 | 3 | x | 0 | x | x | 7
O=C(CCCn1cnc([N+](=O)[O-])n1)Nc1cc(Cl)ccc1O | 12 | 14 | 5 | -8 | 1 | 0 | -8 | 10
COc1ccc(S(=O)(=O)N2CCC(C(N)=O)CC2)cc1 | -9 | 11 | -7 | 7 | -5 | -1 | -1 | 1
CN(C)C(=O)N1CCNCC1 | 11 | 18 | -5 | 2 | 14 | -7 | -2 | -11

Gathered by group, the entries above containing a CF3 group
SMILES | Jurkat NFkB inh | 697 NFkB inh | SENP8 inh | Gli-Sufu antag | UBC13 inh | CCR6 antagonist | EBI2 antag | Apaf-1 inh
CCC(=O)NC(Nc1cc(C)cc(C)n1)(C(F)(F)F)C(F)(F)F | -13 | -10 | -4 | 10 | -4 | 5 | -4 | 5
Cc1nc(-c2noc(-c3ccccc3Cl)n2)c(C(F)(F)F)o1 | -37 | -55 | 70* | -32 | 4 | 14 | 5 | -3

More entries
SMILES | Jurkat NFkB inh | 697 NFkB inh | SENP8 inh | Gli-Sufu antag | UBC13 inh | CCR6 antagonist | EBI2 antag | Apaf-1 inh
O=C(Cn1ccccc1=O)c1cccs1 | -17 | 11 | -8 | 4 | -10 | 13 | -4 | -7
Cc1ccc(CS(=O)(=O)c2ccccc2-c2nnc(-c3ccc(Cl)cc3)o2)cc1 | 2 | -12 | 0 | 4 | 13 | 9 | 8 | 10
Cc1[nH]c2ccccc2c1CCNC(=O)c1ccc2c(c1[N+](=O)[O-])C(=O)c1ccccc1C2=O | -3 | -22 | 6 | -1 | -12 | 4 | 14 | 2
COc1ccc(CC(=O)OCC(=O)Nc2cc(S(=O)(=O)N3CCOCC3)ccc2N2CCCC2)cc1 | -1 | -9 | -7 | 4 | 0 | -5 | -19 | 5
COc1cccc2c1C(=O)C[C@]1(CCCC[C@@H]1C)O2 | -2 | -5 | -5 | -2 | 8 | 1 | 6 | 7
CN(C)c1nc(NCc2ccccc2)nc(SCC(=O)Nc2ccccc2)n1 | 14 | -2 | -1 | 26 | 8 | 4 | 1 | -5
COC(=O)C1(C)Nc2ccccc2C(=O)N1c1ccccc1OC (stereo not given) | -25 | -17 | 3 | -1 | 18 | -1 | 0 | -5
Cc1cc(C)n2nc(C(=O)OCC(=O)Nc3ccc4c(c3)OCO4)nc2n1 | 12 | 12 | 8 | -2 | -5 | -13 | -2 | -5
Cn1c(=O)[nH]c(=O)c2c1nc(SCC(N)=O)n2Cc1cccc(Br)c1 | -1 | 33 | 5 | 26 | 10 | 8 | -2 | -5
CCOc1ccc(S(=O)(=O)NCCC(=O)NCC(c2cccs2)N(C)C)cc1 (stereo not given) | -3 | 19 | 4 | 5 | 6 | 4 | -4 | 11
CCOC(=O)Cc1nnc(NC(=O)c2ccco2)s1 | -5 | -5 | -4 | -3 | 1 | 33 | -12 | -4
COc1ccc(NC(=O)NC2CCCc3ccccc32)cc1OC (stereo not given) | 19 | -2 | 6 | 2 | -6 | -30 | -4 | 9
CCOP(=O)(OCC)c1nc(-c2cccc3ccccc23)oc1NCc1ccc(OC)cc1 | -6 | 2 | -4 | 24 | 21 | 11 | 2 | 22
O=C(NCCc1ccccc1)C1CCC(=O)N1CCc1ccccc1 (stereo not given) | 6 | 8 | 1 | 2 | 4 | -3 | -2 | -1
O=C(c1ccc(C(F)(F)F)cc1)N1CCC(=O)N(C(COCc2ccccc2)Cc2ccccc2)CC1 (stereo not given) | 24 | 12 | 7 | 7 | 12 | 7 | 22 | 17
COc1ccc(NC(=O)c2cccc(OC(F)F)c2)cc1Cl | -97 | -70 | 64* | -40 | -4 | 3 | 4 | 5
O=C(CNC(=O)c1ccc(Br)cc1)N/N=C/c1cccnc1 | 13 | -17 | -2 | 19 | -4 | 17 | -9 | 6
Cc1cccc(N(CC(=O)NC2CCCCC2)C(=O)c2csnn2)c1 | 2 | 3 | -7 | 7 | -12 | -22 | -14 | -4
Cc1ccc(N=C2SCCCN2C(=O)c2cccc(N3C(=O)CCC3=O)c2)cc1Cl | 4 | -5 | -15 | 3 | -6 | 5 | -1 | 8
O=C(Nc1ccc(OC(F)F)cc1)c1cc(S(=O)(=O)N2CCOCC2)ccc1F | 12 | 12 | 8 | -4 | -5 | 13 | -10 | -2
CC(C)(C)CC(=O)N1CCN(c2ccc(S(=O)(=O)N3CCOCC3)cc2[N+](=O)[O-])CC1 | 7 | 7 | -1 | -1 | 6 | 5 | 9 | -5
Cc1cc(C)cc(C(=O)NC(=S)Nc2ccc(Cc3ccncc3)cc2)c1 | 37 | -22 | -7 | -2 | -7 | 30 | 19 | 27
Cc1ccccc1C(=O)N1CCC(C(=O)N(C)CC(=O)Nc2cccc(F)c2)CC1 | 9 | 11 | -5 | 1 | 10 | -6 | -5 | -5
OC1(c2nc3ccccc3[nH]2)CCCCC1 | -4 | 5 | -33 | 0 | -4 | 8 | -2 | -6
O=C(Nc1ccc(F)cc1)c1nc(S(=O)(=O)Cc2ccccc2)ncc1Cl | 21 | -59 | 1 | 37 | 20 | 78* | 42 | -6
O=c1[nH]nc(SCCS(=O)(=O)c2ccc(F)cc2)n1-c1ccc2c(c1)OCCO2 | 8 | -5 | 3 | 7 | -4 | 3 | -9 | -20
CCN1CN(CCc2ccccc2)CNC1=S | -2 | -5 | -7 | 2 | 10 | -2 | -7 | -9
Cc1nnc(SCC(=O)N2CCOCC2)c2ccccc12 | -14 | -2 | -4 | 1 | 0 | -12 | -21 | 5
COCCN(C(=O)c1ccc(-c2ccc([N+](=O)[O-])cc2)o1)c1c(N)n(CC(C)C)c(=O)[nH]c1=O | -8 | -5 | -2 | -16 | -13 | 8 | 4 | 6
Cn1c(C(C#N)C2=C(Cl)C(=O)N(c3ccccc3)C2=O)nc2ccccc21 (stereo not given) | 17 | 19 | 11 | x | -60 | x | x | 9
O=C(Oc1ccc(-c2cn3c(n2)SCC3)cc1)c1ccccc1 | -40 | -27 | 0 | 19 | -6 | 1 | -24 | 2
Cc1cc(C)nc(CCNC(=O)CC2C(=O)NCCN2Cc2ccc(F)cc2Cl)n1 (stereo not given) | -13 | 1 | -3 | -5 | -2 | 6 | -3 | 5
Cc1ccc(C)c2[nH]c(=O)c(C(c3nnnn3Cc3ccccc3)N3CCc4ccccc4C3)cc12 (stereo not given) | 13 | 1 | 34 | -24 | 4 | -1 | -8 | 67*
Cc1ccc(NC(=O)CCNS(=O)(=O)c2ccc3c(c2)CCC(=O)N3)cc1 | -3 | 22 | -7 | 0 | 4 | 3 | -1 | -5
CC1(C)CC(=O)C(/C=N/n2cnc3ccccc3c2=O)=C(O)C1 | -2 | -20 | 2 | 5 | 0 | 0 | -17 | -6
CCOc1ccc2c(c1)C(N(CCN1CCOCC1)C(=O)Nc1ccccc1)CC(C)(C)O2 (stereo not given) | -2 | -8 | -1 | 8 | 17 | 10 | 0 | -17
C#CCOCCOCCOCCNc1nc(N2CCN(C(=O)Cn3cc(CCCN=C(N)N)nn3)CC2)nc(N2CCN(C(=O)[C@H](C(C)C)n3cc(CCO)nn3)CC2)n1 | -3 | 24 | 6 | -5 | -6 | -4 | -9 | 4
CC(=O)Nc1ccc(S(=O)(=O)NC(C)C(=O)OCCOc2ccc(F)cc2)cc1 (stereo not given) | -1 | 23 | 14 | -5 | 5 | 6 | 1 | -9
Cn1c(C(=O)NC2CCCCC2)cc2c(=O)n3ccccc3nc21 | -29 | -35 | -3 | -33 | 4 | 9 | 11 | 1
CCOC(=O)Cc1csc(NC(=O)NC2(C(F)(F)F)Oc3cc(Cl)c(Cl)cc3O2)n1 | 20 | -50 | 5 | 19 | 12 | 19 | 3 | -18
Cc1nn(-c2ccc(Cl)cc2)c2[nH]c(CCl)cc(=O)c12 | 2 | 9 | 7 | -7 | -1 | 5 | 3 | 10
CCOc1ccccc1N(CC(=O)NC1CCCCC1)S(=O)(=O)c1ccccc1 | 6 | 16 | 7 | -4 | 0 | 15 | 11 | 27

2 entries from above, with tabs.
molecule	Jurkat NFkB inh	697 NFkB inh	SENP8 inh	Gli-Sufu antag	UBC13 inh	CCR6 antagonist	EBI2 antag	Apaf-1 inh
O=c1[nH]nc(SCCS(=O)(=O)c2ccc(F)cc2)n1-c1ccc2c(c1)OCCO2	8	-5	3	7	-4	3	-9	-20
COCCN(C(=O)c1ccc(-c2ccc([N+](=O)[O-])cc2)o1)c1c(N)n(CC(C)C)c(=O)[nH]c1=O	-8	-5	-2	-16	-13	8	4	6

The list is partial; count on the stated rates, not on these rows.
